GALK inhibitor – blocks human galactokinase activity. Purified GALK, Kinase-Glo residual ATP luminescence. Potency, µM (top dose mostly 57.5 µM), inactives show top-dose activity change, negative = inhibition, most hits filed as inhibitors. 0.007% of 270,000 active. AID 1868; note: potency is the fitted concentration of half-maximal effect; % is set by controls: 0 for no effect and ±100 for the full control effect
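GALK at 5 nM final was combined with compound, 35 uM ATP and 100 uM galactose in HEPES pH8.0 with MgCl2 and DTT. The reaction ran one hour at room temperature before luminescent ATP detection.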
TSHR antag – blocks TSH signaling through the human TSH receptor; P16473; TSHR-expressing cells, TSH-stimulated cAMP HTRF, 2 h; hits give low values; activity change, negative = inhibition, % at 11.5 µM; 0.2% of 330,000 active; AID 504810;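 active = activity change below a set negative limit, meaning inhibition stronger than a set level, cut at about -70% in these data; inconclusive = activity change between two set negative limits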; note: % is set by controls: 0 for no effect and ±100 for the full control effect
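Inhibition of cAMP made by TSHR-expressing cells under TSH stimulation (4nM final, EC80; 2 h, 37 deg C) is quantified with a one-step lysis HTRF kit, anti-cAMP cryptate versus cAMP-d2.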
FBPA coupling cs – inhibits coupling enzyme system, counter-screen for aldolase hits; activity change, negative = inhibition, % at 58.2 µM, hits read low; coupling enzyme system counterscreen, AmpLite Red fluorescence; 0.67% of 290,000 active; AID 2472; in the data active = activity change below about -30%; note: % is set by controls: 0 for no effect and ±100 for the full control effect
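Activity here indicates interference with the coupling reaction, not aldolase inhibition. Compounds at 57.5 uM final met coupling enzymes for 10 min at RT; substrate and AmpLite Red detection followed, with a 525/598 nm fluorescence read after 20 min.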
BCR signal inh – chronic active BCR signaling inhibition | 0.05% of 340,000 active | ABC-DLBCL IkBa-CBG/CBR reporter, luminescence ratio, 4 h | Potency, µM (titrated, usually from 46.1 µM), without a hit: at the top dose ratio change, negative = lower green/red ratio, most hits filed as inhibitors; active = well fitted inhibition curve with a large enough effect in the signal ratio, with a control signal flat, not every such curve was filed as active; inconclusive = small, poorly fitted or top-dose-only effect, or effect the other way, or a change in a side signal; the % refers to the signal ratio;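 note: potency is the fitted concentration of half-maximal effect; plate controls were basal doxycycline-induced cells for no effect and cells given 10 µM MG132 for full effect; MG132 reads +100%, hits lower the ratio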
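Compounds up to 46 uM were incubated four hours with TMD8 cells whose green CBG68 luciferase is fused to IkappaBalpha; red CBR luminescence normalised the signal, and concentration-effect curves were fitted to fusion, red and ratio data.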
Giardia kill – Giardia lamblia killing; Giardia lamblia trophozoite viability; activity change, % at 7.66 µM, hits read low; 0.15% of 340,000 active; in the data active = activity change below about -80%; inconclusive = between about -30% and that limit;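 note: parasites exposed to compound for two days anaerobically before the ATP read; % is set by controls: 0 for no effect and ±100 for the full control effect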
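Viability, read as ATP luminescence: trophozoites at 100 cells/well, compound added, 48 hrs anaerobic at 37 deg C, then 15-30 min room-temperature development before reading.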
A-T KAP1 phos – candidate therapy for ataxia-telangiectasia | […] A-T fibroblasts, KAP-1 phosphorylation AlphaLISA; neocarzinostatin DNA damage 30 min before lysis | 0.19% of 320,000 active | Potency, µM (doses to about 57.5 µM), inactives show at the highest dose activation, actives largely listed as activators | AID 485349; note: potency is the fitted concentration of half-maximal effect; % of control where 0% means no effect; nearly all actives have a fitted effect of over 45% in size
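hTERT-immortalized A-T patient fibroblasts ([…]), 500 cells/well in OPTI-MEM, 1% FBS, got compounds for 60 min, then NCS for 30 min at 37C. Lysates were then assayed for phospho-KAP-1 by AlphaLISA (anti-pKAP1 donor, anti-KAP1 acceptor beads), 6 hr at 25C.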
Tb PFK block – blocks T. brucei phosphofructokinase | O15648 | Potency, µM (doses to about 57.5 µM), without a hit: top-dose activity, negative = inhibition, most hits filed as inhibitors | 0.17% of 330,000 active | AID 485367 | T. brucei PFK, ADP-Glo luminescence;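 note: potency is the fitted concentration of half-maximal effect; 0% = uninhibited 1x PFK enzyme wells and -100% = no-enzyme wells; nearly all actives have a fitted effect of over 60% in size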
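Activity is normalized to no-enzyme wells (full inhibition) and 1.25 nM enzyme wells (no inhibition). Reaction: 0.5 mM F6P, 0.1 mM ATP, 45 min RT, ADP-Glo luminescence; concentration-response curves fitted and classed by quality.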
hERG WT inh – blocks the wildtype human KCNH2 potassium channel | activity change, % at 1.84 µM | AID 720551 | U2OS, BacMam KCNH2, thallium flux FluxOr; hits give low values | Q12809 | 0.37% of 340,000 active;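 active = maximum activity change below -70%; inconclusive = maximum activity change between -70% and -50%; inactive = maximum activity change above -50%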; note: % is set by controls: 0 for no effect and ±100 for the full control effect
Target sequence (Q12809 whole entry, looked up): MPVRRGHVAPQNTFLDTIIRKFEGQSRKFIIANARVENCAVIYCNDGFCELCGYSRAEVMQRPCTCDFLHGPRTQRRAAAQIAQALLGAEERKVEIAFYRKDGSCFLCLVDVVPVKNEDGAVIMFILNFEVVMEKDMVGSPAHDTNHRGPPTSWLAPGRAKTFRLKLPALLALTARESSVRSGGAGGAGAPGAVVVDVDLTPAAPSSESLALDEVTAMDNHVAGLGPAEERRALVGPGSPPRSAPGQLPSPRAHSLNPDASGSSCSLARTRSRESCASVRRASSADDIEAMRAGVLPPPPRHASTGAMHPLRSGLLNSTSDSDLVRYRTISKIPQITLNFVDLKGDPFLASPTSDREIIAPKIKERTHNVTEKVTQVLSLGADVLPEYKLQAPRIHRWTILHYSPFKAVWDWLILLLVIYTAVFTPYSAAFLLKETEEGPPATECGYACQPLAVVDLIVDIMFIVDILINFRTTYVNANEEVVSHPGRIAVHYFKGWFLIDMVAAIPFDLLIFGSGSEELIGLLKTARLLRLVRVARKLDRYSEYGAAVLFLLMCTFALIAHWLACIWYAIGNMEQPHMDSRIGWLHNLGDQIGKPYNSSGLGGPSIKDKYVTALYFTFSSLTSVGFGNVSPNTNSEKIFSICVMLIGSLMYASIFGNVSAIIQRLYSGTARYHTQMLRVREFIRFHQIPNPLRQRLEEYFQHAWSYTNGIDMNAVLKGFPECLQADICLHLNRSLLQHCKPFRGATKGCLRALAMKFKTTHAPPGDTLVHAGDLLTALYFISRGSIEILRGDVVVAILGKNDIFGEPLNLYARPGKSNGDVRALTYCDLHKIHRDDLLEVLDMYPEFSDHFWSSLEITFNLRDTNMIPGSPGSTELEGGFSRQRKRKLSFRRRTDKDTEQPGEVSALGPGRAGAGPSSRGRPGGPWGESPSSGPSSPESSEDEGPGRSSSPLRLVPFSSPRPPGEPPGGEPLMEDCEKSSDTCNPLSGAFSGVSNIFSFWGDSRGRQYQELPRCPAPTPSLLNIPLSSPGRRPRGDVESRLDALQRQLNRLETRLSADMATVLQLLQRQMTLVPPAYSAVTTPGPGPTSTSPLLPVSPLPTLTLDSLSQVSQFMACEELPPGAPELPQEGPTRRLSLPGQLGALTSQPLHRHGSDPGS
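U2OS cells transduced with wild-type KCNH2 virus are loaded with FluxOr dye for 45 min, and thallium flux is measured in kinetic reads before and after stimulation buffer. Rate constants are normalized to DMSO controls.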
MLL CXXC-DNA inh – blocks binding of human MLL CXXC domain to DNA; Q03164; MLL-CXXC / FITC-HOXA9 DNA fluorescence polarization; Potency, µM (top dose mostly 115 µM), for inactives: at the highest dose activity change, negative = inhibition, most hits filed as inhibitors; 0.037% of 290,000 active; AID 2662; active = well fitted inhibition curve with a large enough effect in the polarisation, with a control signal flat, not every such curve was filed as active; inconclusive = small, poorly fitted or top-dose-only effect, or effect the other way, or a change in a side signal; inactive = no such curve, though single readings can be large or run the other way; the % refers to the polarisation; note: potency is the fitted concentration of half-maximal effect
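Purified MLL-CXXC (added from a 7 uM solution) was preincubated 5 min at ambient with pinned compounds in 50 mM Tris-HCl pH 7.5, 50 mM NaCl, 1 mM DTT, 0.05% BSA. Fluorescein-labeled HOX-A9 DNA (50 nM solution) followed, 30 min, then polarization read.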
TCR act – activates T cell receptor signaling | 330,000 tested, under 10 active | primary human leukocytes, anti-CD3, IL-2 HTRF, 48 h | Potency, µM (series often up to 9.22 µM), for inactives: top-dose activation of IL-2 secretion, usual class: activators | AID 504894; note: % of control where 0% means no effect
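Primary human leukocytes receive a-CD3 beads and test compound and are incubated 48 hr. Secreted IL-2 is then assayed by HTRF, measuring 665nm acceptor emission after 320nm excitation of the europium donor.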
* marks the source's active call; other numbers are inactive results; ? = inconclusive; nt = no result given; [ ] = remark or other dose. Unless noted, calls come from the whole dose curve; as a rule, active = well fitted curve in the direction sought with a large enough effect; inconclusive = small, poorly fitted or top-dose-only effect, or another doubt; inactive = no such curve, though single readings can be large; an effect the other way counts as inactive or inconclusive.

Molecule	GALK inhibitor	TSHR antag	FBPA coupling cs	BCR signal inh	Giardia kill	A-T KAP1 phos	Tb PFK block	hERG WT inh	MLL CXXC-DNA inh	TCR act
CC1CC(C)CN(CCCNC(=O)C2CCN(c3ncnc4c3sc3cccc(F)c34)CC2)C1 (configuration not stated)	nt	-4.6	-1.9	10.8%	nt	4.5%	3.2%	nt	-2.7%	nt
Cc1c(NC(=O)C(C)OC(=O)c2cc(Cl)nc(Cl)c2)c(=O)n(-c2ccccc2)n1C (configuration not stated)	0.6%	5.0	-2.0	-6.2%	8.8	4.5%	-0.7%	-13.4	-5.1%	-4.4%[46.1 µM]
O=C(CN1C(=O)COc2ccccc21)Nc1ccc2c(c1)OCCO2	0.8%	4.4	-0.7	-5.8%	-9.2	5.5%	0.2%	1.8	-0.5%	nt
COC(=O)c1ccc(N=Nc2ccccc2)cc1	-0.3%	-0.4	2.4	?	-5.2	2.7%	-5.7%	6.4	11.9%	-6.6%
CCCn1c(-c2cc(OC)c(OC)c(OC)c2)nc2nc3ccccc3nc21	nt	-3.8	0.1	15.7%	8.8	1.3%	0.0%	-1.1	8.6%	3.1%
Cc1ccc2[nH]c(=O)c(C3C(C#N)=C(N)Oc4c3ccc3cccnc43)cc2c1 (configuration not stated)	0.7%	0.6	0.6	?	16.4	0.8%	-7.1%	-7.3	14.9%	-1.7%
COc1cccc(OC)c1C(=O)Nc1ccc2c(c1)n(C)c(=O)n2C	-4.0%	1.1	-0.3	?	11.7	11.6%	23.0%	-2.2	-7.8%	4.3%
CC(C)OC(=O)CSc1nnc(-c2ccc(Cl)cc2Cl)n1N	-3.1%	4.2	6.1	?	8.7	-1.4%	0.0%	-5.6	-4.0%	4.8%
C=CS(=O)(=O)c1ccc(Oc2ccc(S(=O)(=O)C=C)cc2)cc1	-2.7%	-89.5*	1.0	?	2.3	0.6%	-24.4%	37.3	-27.7%	-4.0%[46.1 µM]
CCOC(=O)N1CCN(S(=O)(=O)c2ccc(C(=O)N(CCN(CC)CC)c3nc4ccc(C)cc4s3)cc2)CC1	5.8%	-4.3	-1.2	2.4%	-0.7	3.7%	1.7%	31.6	-4.2%	2.3%
O=C(NCCN1C(=O)S/C(=C\c2ccccc2)C1=O)C1CCN(S(=O)(=O)c2cccs2)CC1	1.6%	2.1	0.9	?	-11.0	-3.0%	2.1%	9.1	16.2%	2.7%[46.1 µM]
N#Cc1cn(CCOc2ccc(F)cc2)c2ccccc12	-0.4%	-32.0	-3.1	?	-20.1	5.3%	-25.7%	2.5	-0.4%	-6.1%[46.1 µM]
CCn1c(SCC(=O)c2ccc3ccccc3c2)nnc1-c1cccs1	0.4%	-2.3	-5.7	-12.8%	-12.0	-3.5%	-5.9%	-6.2	-7.6%	-7.3%
CN(C)S(=O)(=O)c1cccc(NC(=O)c2cccc(S(=O)(=O)N3CCCCC3)c2)c1	nt	-20.7	nt	-4.8%	-1.1	1.1%	-4.6%	1.3	nt	2.0%
CCOC(=O)c1cc2c(ccn2C)n1CC(=O)N1CCN(c2ccc(F)cc2)CC1	2.1%	-1.9	-9.9	-0.7%	-1.2	-3.0%	17.4%	7.2	4.4%	-21.7%
C=C(C)c1cccc(C(C)(C)NC(=O)N2CCCCC2CC)c1 (configuration not stated)	-3.6%	-1.8	-1.4	?	-3.5	2.3%	2.0%	0.8	7.1%	-7.4%
CCSC(=O)NC12CC3CC(CC(C3)C1)C2	0.4%	nt	0.0	nt	16.9	nt	nt	13.6	-3.0%	3.1%
Nc1nonc1-c1nc2ccccc2n1CCC(=O)O	0.1%	-4.9	3.5	2.3%	9.9	0.3%	0.2%	-10.0	9.7%	-0.2%
COc1ccc(CNC(=O)C2CCN(S(=O)(=O)c3cc(OC)ccc3OC)CC2)cc1	0.5%	0.3	0.7	-0.5%	15.8	4.1%	11.5%	-11.3	1.3%	-1.0%
COc1ccc(C)cc1Nc1cc(C)nc2nc(C)nn12	0.8%	11.7	-0.2	-4.0%	-5.0	7.5%	-6.1%	-4.4	-1.1%	-10.9%
Cc1ccc(/C=C/C(=O)OCC(=O)N(CC(C)C)c2c(N)n(Cc3ccccc3)c(=O)[nH]c2=O)o1	nt	3.6	nt	6.1%	2.4	1.5%	-5.0%	1.9	nt	5.7%
CNC(=S)NNC(=O)c1cc(-c2cccnc2)nc2ccccc12	-2.4%	-17.1	nt	?	-4.1	4.4%	2.7%	0.9	0.8%	0.3%
CCN(C(=O)c1cc2c(s1)-c1ccccc1OC2)c1cc(OC)ccc1OC	nt	12.7	-2.6	?	-30.0	18.0%	0.2%	-3.5	nt	-3.6%
CCOc1ccc(C2C3=C(CCCC3=O)Nc3ccc4ncccc4c32)cc1 (configuration not stated)	0.4%	-5.9	-2.4	?	-0.2	4.5%	-4.5%	nt	-1.5%	1.2%
S=c1[nH]nc(C2CCCCC2)n1/N=C/C=C/c1ccccc1	-0.2%	-1.1	-0.1	?	3.1	5.9%	-9.9%	2.2	-9.5%	-8.9%
COc1ccc2nc(NCc3cccnc3)sc2c1	-0.2%	-5.5	-1.8	?	-1.9	19.0%	-2.2%	-7.4	-13.6%	nt
CC(NC(=O)c1ccccc1)c1nc2ccccc2n1Cc1ccc(C#N)cc1 (configuration not stated)	-2.9%	-6.8	0.2	-0.7%	-12.8	4.8%	-3.0%	19.9	4.9%	0.5%
CC(NC(=O)C(=O)NN=C1CCCC1)c1ccccc1 (configuration not stated)	10.3%	0.5	1.9	0.0%	-6.1	3.8%	-1.7%	4.7	-5.8%	7.2%
CC(C)CCNC(=O)C1CCN(S(=O)(=O)c2ccc3nc4c(c(C(=O)O)c3c2)CCCCC4)CC1	-0.3%	0.8	9.7	3.2%	9.1	-8.4%	2.5%	-7.1	13.2%	-3.2%
COc1ccc(CNC(=O)CSc2cccc3cccnc23)cc1	-1.5%	4.2	1.9	-6.8%	-6.8	-3.4%	1.6%	-8.4	5.6%	-4.2%

Only A-T KAP1 phos, FBPA coupling cs and BCR signal inh, for some of the entries so far:
mol,A-T KAP1 phos,FBPA coupling cs,BCR signal inh
O=C(NCCN1C(=O)S/C(=C\c2ccccc2)C1=O)C1CCN(S(=O)(=O)c2cccs2)CC1,-3.0%,0.9,?
N#Cc1cn(CCOc2ccc(F)cc2)c2ccccc12,5.3%,-3.1,?

The listing continues:
Molecule	GALK inhibitor	TSHR antag	FBPA coupling cs	BCR signal inh	Giardia kill	A-T KAP1 phos	Tb PFK block	hERG WT inh	MLL CXXC-DNA inh	TCR act
O=S(=O)(NCc1cccnc1)c1ccc2ccccc2c1	5.5%	1.2	0.2	0.9%	-2.1	3.9%	0.5%	-12.2	-7.4%	-6.6%
CCOc1ccc(-n2c(=O)c3c(C)c(C(=O)N(C)C)sc3n(CC(=O)Nc3ccccc3F)c2=O)cc1	-4.6%	3.8	6.4	8.8%	-9.9	0.3%	-4.0%	5.8	-2.3%	nt
O=C(NCSc1ccnc(SCNC(=O)c2ccccc2)n1)c1ccccc1	-3.7%	-7.6	-2.1	-17.5%	-1.9	7.3%	5.3%	2.4	-1.2%	0.0%[46.1 µM]
O=C(Nc1ccc(O)c(-c2nc3ccccc3s2)c1)c1cccs1	-0.1%	16.3	-7.3	?	-5.0	8.1%	-5.5%	-3.9	-8.4%	-9.0%[46.1 µM]
COC(=O)[C@H](Cc1ccccc1)N(C)S(=O)(=O)c1cccc(S(=O)(=O)N(C)[C@@H](Cc2ccccc2)C(=O)OC)c1	nt	-6.7	0.9	14.8%	-3.7	7.0%	3.4%	1.8	-0.8%	-7.8%
Cc1cc(=O)n2nc(N3CCC(C(=O)Nc4cccc(Cl)c4C)CC3)sc2n1	2.1%	2.2	-0.3	-0.6%	-20.0	-1.3%	-1.1%	-1.5	31.2%[activator]	-1.0%
COc1ccccc1NC(=O)C1CCCCN1S(=O)(=O)c1ccc(F)cc1 (configuration not stated)	1.1%	-13.5	-0.2	-1.5%	17.3	-1.0%	1.4%	0.0	1.3%	4.1%
Cc1ccc(N(CCC#N)C(=O)COC(=O)c2ccccc2SCC(=O)N2CCCC2)cc1	nt	nt	nt	7.1%	-0.5	-3.5%	-3.7%	0.1	nt	-5.1%
Cc1nnc(SCC(=O)Nc2nc(-c3ccc(F)cc3)cs2)[nH]c1=O	-1.1%	-1.9	6.8	?	3.8	-9.3%	0.0%	-1.1	-0.9%	0.2%
CC1CCCN(c2nc3nonc3nc2Nc2ccccc2F)C1 (configuration not stated)	-2.1%	-13.1	0.7	1.2%	-1.4	2.1%	1.4%	-2.0	-7.6%	-4.4%
Cc1ccc(C)c(CN2C(=O)CSc3ccc(C(=O)N4CCCC4)cc32)c1	-2.6%	-11.1	-1.3	8.9%	-13.9	0.3%	1.4%	-3.1	-10.8%	-1.4%

High-throughput results: PubChem, National Center for Advancing Translational Sciences (NCATS)
